Epigenetic derep – regulators of epigenetic silencing causing reporter derepression in mouse cells | 280,000 tested, 0.2% active | murine LDR cells, GFP reporter derepression, 30 h | Potency, µM (top dose mostly 53.9 µM), for the others: at the top dose GFP activation, usual class: activators; active means well fitted activation curve with a large enough effect; inconclusive means small, poorly fitted or top-dose-only effect; further: % of control where 0% means no effect; nearly all actives have a fitted effect of over 60% in size
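In this reporter-derepression format, murine cells bearing a silenced integrated CMV-GFP locus incubate with test compound (30 h, 37 C), then are washed and imaged; fluorescent objects of 20–120 um count as induced cells.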
LMNA splice mod – changes lamin A minigene splicing in HeLa cells; HeLa LMNA splicing GFP/RFP minigene ratio, 48 h; Potency, µM (series often up to 46.1 µM), inactives show at the highest dose ratio change, negative = inhibition, most hits filed as inhibitors; 200,000 tested, 0.01% active; active means well fitted inhibition curve with a large enough effect in the signal ratio, with a control signal flat, not every such curve was filed as active; inconclusive means small, poorly fitted or top-dose-only effect, or effect the other way, or a change in a side signal; the % refers to the signal ratio; further: on the % scale 0 is the no-effect control and ±100 the full control effect
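Read-out is the ratio of GFP to DsRed2 object intensity, acquired by 488 nm laser-scanning cytometry on HeLa lamin A-EGFP minigene reporter cells. Compound incubation 48 hrs at 37 °C in Opti-MEM with 2% FBS; DMSO 0.5% final.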
An asterisk follows results filed as active; ? = inconclusive; [ ] = remark or other dose. Potency means the concentration at half of the fitted maximal effect.

SMILES,Epigenetic derep,LMNA splice mod
CCOc1ccc(C(=O)Nc2nnc(SCc3cc(=O)c4cc(C)ccc4[nH]3)s2)cc1,-2.8%,?
O=C(NCc1ccc(Cl)cc1)c1cnc2sc(N3CCCCCC3)nn2c1=O,0.8%,-15%[46 µM]
CCC(CC)C(=O)Nc1cc(-c2cn3cccnc3n2)ccc1OC,1.2%,5%[46 µM]
O=C(Nc1cccc(OCc2cc(=O)n3ccccc3n2)c1)c1ccccc1Br,-0.5%,?
Cc1cc2c(n1-c1ccc(C(=O)NCCc3ccc(Cl)cc3)cc1)CCCC2,?,7%[46 µM]
COc1cccc(CNC(=O)CSc2n[nH]c(-c3ccccc3Cl)n2)c1OC,-0.4%,-5%[46 µM]
O=C(CSc1nc2ccsc2c(=O)n1Cc1ccccc1F)NCc1ccccc1,-1.3%,-4%[46 µM]
CCCCNC(=O)CSc1nc2cc3c(cc2c(=O)n1CCCCCC(=O)NCCc1ccc(OC)c(OC)c1)OCO3,-0.5%,-9%[46 µM]
COc1ccc(C2NC(=O)N(C)C3=C2C(=O)N(c2ccc(F)cc2)C3)cc1 (stereo not given),-0.4%,18%[46 µM]
O=C(NCC(c1ccc2c(c1)OCO2)N1CCOCC1)c1c(F)cccc1F (stereo not given),0.0%,-1%[46 µM]
CCOCCCN(Cc1ccco1)S(=O)(=O)c1cc2c(cc1Cl)NC(=O)CO2,-4.2%,?
Cc1cc(C)c(NC(=O)CSc2nc3ccccc3c3nc(CCn4cncc4C)nn23)c(C)c1,9.1%,?
CC(C)c1cnc2c(c1SCC(=O)NC(C)(C)C)c(=O)n(C)c(=O)n2C,4.8%,3%[46 µM]
Cc1cc(C)nc(-n2nc(C)c3c2N(Cc2ccccc2F)C(=O)CC3c2ccc(Cl)cc2)n1 (stereo not given),-1.6%,?
Cc1nnc(NC(=O)CSc2nc3c([nH]c4ccccc43)c(=O)n2-c2ccccc2)s1,5.0%,?
CCCCNC(=O)CSc1nc2cc3c(cc2c(=O)n1CCCC(=O)NCc1ccc2c(c1)OCO2)OCO3,-1.3%,15%[46 µM]
CCOC(=O)c1[nH]c(C)c(CCC(=O)Nc2ccc(C(C)=O)cc2)c1C,-1.6%,-10%[46 µM]
COC(=O)c1ccc(NC(=O)CC2C(=O)N(c3ccccc3)C(=O)N2Cc2ccco2)cc1 (stereo not given),-0.2%,1%[46 µM]
CCC(Oc1ccc(F)cc1)C(=O)Nc1nc2c(s1)CCCC2 (stereo not given),-3.2%,-2%[46 µM]
COc1cccc(CNC(=O)CSc2cc(C)[nH]c(=O)n2)c1,0.5%,4%[46 µM]
CC(C)Oc1ccc(C(=O)N2CCN(c3nc4c(F)cc(F)cc4s3)CC2)cc1,0.0%,-4%[46 µM]
COc1ccc(C(CNC(=O)COc2cc(C)cc(C)c2)N2CCOCC2)cc1 (stereo not given),-1.6%,8%[46 µM]
COc1ccccc1C(=O)Nc1cccc(C(=O)OCc2cc(=O)n3ccsc3n2)c1,5.2%,0%[46 µM]
O=C(c1ccc(Cl)cc1)N1CCC(c2ccncc2)CC1,-1.3%,?
Cc1nn2c(C)c(C(=O)NC(C)c3ccccc3)cnc2c1-c1ccc(F)cc1 (stereo not given),1.1%,12%[46 µM]
COc1ccccc1CNC(=O)CN1C(=O)COc2ccc(S(=O)(=O)NC3CCCC3)cc21,-1.2%,?
Cc1cccc(-n2nnnc2S(C)(=O)=O)c1,-3.5%,?
Cc1cc(C)cc(NC(=O)C2CCN(S(=O)(=O)c3cccc(-c4noc(C)n4)c3)CC2)c1,-1.3%,?
Cc1ccccc1-c1nnc(SCC(=O)N(C)c2ccccc2)o1,0.0%,21%[46 µM]
CCOc1ccc(-c2cc(C(=O)NCCc3ccc(C)cc3)c3ccccc3n2)cc1,1.4%,?
CCOc1ccc(N2CC(NC(=O)c3cccs3)CC2=O)cc1 (stereo not given),-1.5%,8%[46 µM]
Cc1cccc(N(C)S(=O)(=O)c2nnc(NC(=O)C3CCCCC3)s2)c1,0.0%,-28%[46 µM]
COc1cccc(CNC(=O)c2oc3c(c2C)-c2nn(Cc4cccc(Cl)c4)cc2CC3)c1OC,0.0%,0%[46 µM]
CCc1ccc(C2C(C(=O)Nc3ccccc3)=C(C)Nc3c(C(=O)Nc4ccc(C)cc4)cnn32)cc1 (stereo not given),-1.2%,-12%[46 µM]
COc1c(C)cc(S(=O)(=O)Nc2cccc(-c3ccc(N4CCOCC4)nn3)c2)c(C)c1C,0.0%,-4%[46 µM]
CCc1ccc(OCC(=O)N(Cc2ccc(OC)cc2)C2CCS(=O)(=O)C2)cc1 (stereo not given),2.6%,?
CC(=O)c1cc(-c2ccccc2)n(CCC(=O)Nc2ccc(C)cc2C)c1C,1.1%,?
CCOc1ccc(CCNC(=O)c2cnc3c(-c4ccccc4)c(C)nn3c2C)cc1OCC,0.8%,6%[46 µM]
CCOc1ccc(CNC(=O)CN2C(=O)CSc3ccc(S(=O)(=O)N4CCOCC4)cc32)cc1OC,8.6%,-7%[46 µM]
Cc1ccc(Cl)cc1NC(=O)c1cc(S(=O)(=O)N2CCCCCC2)cn1C,-1.7%,14%[46 µM]
COc1ccc(NC(=O)c2cc3c([nH]c2=O)CC(c2ccccc2)CC3=O)cc1 (stereo not given),-0.9%,-8%[46 µM]
CCN(c1ccccc1C)S(=O)(=O)c1nnc(NC(=O)c2ccccc2C)s1,0.0%,19%[46 µM]
CCOC(=O)c1c(S(=O)(=O)N2CCCC(C(=O)Nc3ccccn3)C2)c(C)n(C)c1C (stereo not given),-0.5%,?
COc1ccccc1CC(=O)Nc1ccc2nc(Nc3cccc(Cl)c3)cc(C)c2c1,0.0%,-18%[46 µM]
CCN(CC)S(=O)(=O)c1ccc2c(c1)N(CC(=O)N1CCN(c3ccc(Cl)cc3)CC1)C(=O)CO2,0.0%,7%[46 µM]
COCCCNC(=O)CCC(=O)N1Cc2cccc(OC)c2Oc2ncccc21,1.3%,16%[46 µM]
Cc1ccccc1CNC(=O)c1cc2cc(S(=O)(=O)N3CCCCC3)ccc2n1C,-1.1%,3%[46 µM]
COc1cccc(C(=O)Nc2cc(-c3cn4cccnc4n3)ccc2C)c1OC,0.0%,-6%[46 µM]
Cn1cc(-c2cc3n(n2)CCC(=O)N3CCCC(=O)NCc2ccc(Cl)cc2)c2ccccc21,4.0%,?
O=C(CCNS(=O)(=O)c1ccc2c(c1)CCCC(=O)N2)NCc1ccc(Cl)cc1,1.1%,0%[46 µM]
CN(C)S(=O)(=O)c1ccc2c(c1)N(CC(=O)NCc1ccccc1)C(=O)C1CCCCN21 (stereo not given),-0.9%,4%[46 µM]
CCCc1cc(=O)[nH]c2nnc(SCCC(C)C)n12,2.1%,6%[46 µM]
CC1(C)C(=O)N(CC(=O)Nc2ccc(Cl)cc2)c2ccccc21,0.0%,?
CCc1ccccc1N(CC)C(=O)c1c(C)oc2ncn(C)c(=O)c12,0.0%,-22%[46 µM]
O=C(Nc1cccc(-c2nc3cc(Cl)ccc3o2)c1)c1ccc(F)cc1,18%,?
COc1ccccc1CNC(=O)CCC(=O)N1CC2CCCN2c2ccccc21 (stereo not given),1.5%,?
COc1cccc(CNC(=O)C2CCN(S(=O)(=O)c3ccc4c(c3)CCCN4C(C)=O)CC2)c1,0.0%,-8%[46 µM]
CCC(=O)Nc1nnc(S(=O)(=O)N2CCCCCC2)s1,0.0%,-18%[46 µM]
CCc1ccccc1-n1c(SCC(=O)Nc2ccc(C)cc2)nc2n[nH]c(C)c2c1=N,-0.2%,-9%[46 µM]
COc1ccc(Cl)cc1C(=O)Nc1ccc(-c2nnc3n2CCCCC3)cc1,1.2%,-15%[46 µM]

Further records follow:
Values run as follows: Epigenetic derep, LMNA splice mod
- CCCc1ccc(NC(=O)C2CCN(c3cnccn3)CC2)cc1
    -2.4%, ?
- CCCn1ccc2c(OCC(=O)Nc3ccc(OC)c(OC)c3)cccc2c1=O
    4.5%, -13%[46 µM]
- CC1CCN(C(=O)CSc2c(C(C)C)cnc3c2c(=O)n(C)c(=O)n3C)CC1
    -5.2%, ?
- Cc1ccc(C(=O)Nc2ccc(-c3nc4ccccc4s3)c(O)c2)c(C)c1
    1.4%, -10%[46 µM]
- CCCN1CCc2nc(N3CCN(CC)CC3)ncc2C1
    -5.0%, -11%[46 µM]
- CCCCn1c(Oc2cccc(C(=O)OC)c2)nc2c1c(=O)n(C)c(=O)n2C
    1.3%, ?
- Fc1ccc(-c2nn(-c3ccccc3Cl)c3c2cnc2ccccc23)cc1
    8.5%, ?
- COc1cc2nc(NC(=O)c3ccc(S(=O)(=O)N4CCc5ccccc54)cc3)sc2cc1OC
    0.1%, 6%[46 µM]
- COc1ccc(C(=O)Nc2ccc(C(=O)OCc3cc(=O)n4nc(C5CC5)sc4n3)cc2)cc1
    0.4%, 4%[46 µM]
- CCOC(=O)c1cnc(N2CCN(c3ccc(OC)cc3)CC2)c2ccccc12
    -3.2%, -15%[46 µM]

Complete entries from above. Screens in order: Epigenetic derep	LMNA splice mod
Shown for COc1cc2nc(NC(=O)c3ccc(S(=O)(=O)N4CCc5ccccc54)cc3)sc2cc1OC → 0.1%	6%[46 µM]
Shown for COc1ccc(C(=O)Nc2ccc(C(=O)OCc3cc(=O)n4nc(C5CC5)sc4n3)cc2)cc1 → 0.4%	4%[46 µM]
Shown for CCCN1CCc2nc(N3CCN(CC)CC3)ncc2C1 → -5.0%	-11%[46 µM]
Shown for CC1CCN(C(=O)CSc2c(C(C)C)cnc3c2c(=O)n(C)c(=O)n3C)CC1 → -5.2%	?
Shown for CCCCn1c(Oc2cccc(C(=O)OC)c2)nc2c1c(=O)n(C)c(=O)n2C → 1.3%	?

The listing continues.
Values run as follows: Epigenetic derep, LMNA splice mod
- CCN(CC)C(=O)Cn1c(SCC(=O)Nc2ccc(F)cc2)nc2ccccc21
    -2.6%, 6%[46 µM]
- COc1cc(OC)cc(C(=O)Nc2ccc3c(c2)N(C2CCCC2)C(=O)c2ccccc2S3)c1
    -1.3%, ?
- COc1cccc(C(=O)NCC(c2ccc(N(C)C)cc2)N2CCCC2)c1OC (stereo not given)
    -3.6%, -10%[46 µM]
- COCCNC(=O)c1ccc2c(c1)N(Cc1cccc(Cl)c1)C(=O)c1ccccc1S2=O (stereo not given)
    -1.1%, -7%[46 µM]
- Cc1c(C(=O)N(C)c2ccccc2)sc2nc(-c3ccc(F)cc3)cn12
    1.1%, ?
- COc1ccc(-c2cn3nc(N4CCCC(C(=O)Nc5cc(C)ccc5C)C4)sc3n2)cc1 (stereo not given)
    4.9%, -1%[46 µM]
- COc1cc(NC(=O)COCc2cc(-c3ccc4c(c3)OCO4)on2)cc(OC)c1
    0.8%, -9%[46 µM]
- Cc1cc(C)c(NC(=O)c2cc(S(=O)(=O)N3CCN(c4ccccc4F)CC3)ccc2F)c(C)c1
    -1.2%, -9%[46 µM]
- O=C(NC1CCCCC1)c1ccc2c(c1)N(Cc1ccccc1)C(=O)c1ccccc1S2
    4.7%, -7%[46 µM]
- CCc1ccc(-c2[nH]c3c(c2-c2sc(C)c(C(=O)OC)c2O)c(=O)n(C)c(=O)n3C)cc1
    -1.6%, 8%[46 µM]
- Cc1ccccc1C(=O)Nc1cccc(C(=O)OCc2cc(=O)n3c4c(sc3n2)CCCC4)c1
    1.3%, ?
- CCOC(=O)C(C)NC(=O)C1CCN(c2ncnc3c2nc2n3CCCCC2)CC1 (stereo not given)
    -1.2%, 11%[46 µM]
- CCOC(=O)c1c(S(=O)(=O)N2CCCC(C(=O)NCc3cccc(C)c3)C2)c(C)n(C)c1C (stereo not given)
    -1.3%, 8%[46 µM]
- CCOc1ccc(C(=O)NCCc2csc(-c3cccc(C)c3)n2)cc1
    0.0%, -6%[46 µM]
- CCn1c(SCC(=O)Nc2ccc(C)cc2Br)nnc1-c1nonc1NC(C)=O
    3.2%, 14%[46 µM]
- COc1ccc(CNS(=O)(=O)c2cc3c(cc2Cl)NC(=O)CO3)cc1
    0.8%, 5%[46 µM]
- COc1ccc(C)cc1Nc1c2c(nc3nc(-c4cccs4)nn13)CCCC2
    6.8%, 6%[46 µM]
- CCCS(=O)(=O)Nc1cccc(-c2cn3ccsc3n2)c1
    12%, -18%[46 µM]
- COc1ccc(C2=NN(CC(=O)NCc3ccccc3Cl)C(=O)CC2)cc1
    3.2%, 10%[46 µM]
- O=C(NCc1ccc(Cl)cc1)c1ccc2oc(=O)n(Cc3ccccc3)c2c1
    -6.6%, 2%[46 µM]
- COc1ccc(OC(=O)c2cn(-c3cccc(OC)c3)c(=O)c3ccccc23)cc1
    1.4%, 25%[46 µM]
- CCOC(=O)c1cccc(Nc2cc(-c3ccccc3)ncn2)c1
    1.6%, ?
- CCCCOc1ccc(C2C(=O)N(C3CCCCC3)CC(=O)N2CCCC)cc1 (stereo not given)
    -0.3%, 2%[46 µM]
- CCOC(=O)c1scc(-c2ccccc2)c1S(=O)(=O)N1CCN(c2ccc(Cl)cc2)CC1
    0.0%, -20%[46 µM]

Quoted at random: 2 entries already listed
Values run as follows: Epigenetic derep, LMNA splice mod
- CCOC(=O)c1scc(-c2ccccc2)c1S(=O)(=O)N1CCN(c2ccc(Cl)cc2)CC1
    0.0%, -20%[46 µM]
- CCCCOc1ccc(C2C(=O)N(C3CCCCC3)CC(=O)N2CCCC)cc1 (stereo not given)
    -0.3%, 2%[46 µM]

Not all compounds are listed; rates above refer to the full screens.
